Assay outcomes: PubChem BioAssay, National Center for Advancing Translational Sciences (NCATS)
RXFP1 antagonist: antagonists of human relaxin receptor RXFP1. 350,000 tested, 0.59% active. activity change, negative = inhibition, % at 57.5 µM. HEK293-RXFP1, relaxin-stimulated cAMP HTRF, 30 min; hits give low values. Q9HBX9. AID 1259400;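 active = activity change of -60% or lower, but not beyond a set lower limit; inconclusive = change between -60% and -40%, or beyond the set limit; inactive = change above -40%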; also: % is scaled to controls: 0 for no effect and ±100 for the full control effect
Target sequence (Q9HBX9 whole entry, looked up): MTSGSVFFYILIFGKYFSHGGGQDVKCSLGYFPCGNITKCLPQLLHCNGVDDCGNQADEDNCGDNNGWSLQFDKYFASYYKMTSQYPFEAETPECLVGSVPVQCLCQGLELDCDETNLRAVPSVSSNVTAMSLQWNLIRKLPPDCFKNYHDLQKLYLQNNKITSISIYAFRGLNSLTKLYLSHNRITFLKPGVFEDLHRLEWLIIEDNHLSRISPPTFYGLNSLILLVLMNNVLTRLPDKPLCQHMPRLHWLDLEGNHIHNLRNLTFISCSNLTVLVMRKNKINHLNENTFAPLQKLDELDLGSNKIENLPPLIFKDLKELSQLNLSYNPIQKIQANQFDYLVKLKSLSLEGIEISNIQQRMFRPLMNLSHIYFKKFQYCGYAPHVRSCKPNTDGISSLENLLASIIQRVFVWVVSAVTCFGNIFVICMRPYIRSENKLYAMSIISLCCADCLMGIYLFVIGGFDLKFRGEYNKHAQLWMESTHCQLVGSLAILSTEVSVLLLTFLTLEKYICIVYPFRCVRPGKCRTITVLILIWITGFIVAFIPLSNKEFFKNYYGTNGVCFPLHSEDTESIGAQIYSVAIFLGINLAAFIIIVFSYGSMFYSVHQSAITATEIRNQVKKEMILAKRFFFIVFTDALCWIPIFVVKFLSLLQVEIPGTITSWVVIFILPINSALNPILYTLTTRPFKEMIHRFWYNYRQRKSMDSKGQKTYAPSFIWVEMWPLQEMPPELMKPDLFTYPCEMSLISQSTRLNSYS
D1 antagonist: blocks dopamine activation of the human D1 receptor | P21728 | HEK293 TREx D1 cells, calcium flux, dopamine EC80; hits give low values | activity change, negative = inhibition, % at 10 µM | 360,000 tested, 3.2% active | AID 504652; in the data active = activity change below about -30%; also: % is scaled to controls: 0 for no effect and ±100 for the full control effect
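HEK293 T-REx cells expressing inducible, force-coupled D1 receptor; no-wash Ca dye, 30–90 min RT. Cmpd → 180 s read at 1 Hz → EC80 DA → 180 s read.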
D2 PAM: D2 dopamine receptor (human) potentiation | P14416 | HEK293 T-REx D2, calcium flux, EC20 dopamine potentiation | potentiation, % at 10 µM | 340,000 tested, 0.34% active;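 active = potentiation over 3 SD above the plate norm, cut at about 30% in these data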; also: 0% is about no effect
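Potentiation of an EC20 dopamine calcium response is measured in a force-coupled, tetracycline-inducible Hek293 Trex D2 line. Compound-only kinetic reads over 180 s flag agonists before dopamine addition.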
Vif-APOBEC3F blk: blocks the Vif interaction with APOBEC3F | HeLa A3F-eYFP + Vif (tagged APOBEC3F with the HIV-1 protein that degrades it), YFP fluorescence increase | Potency, µM (highest dose often 46.1 µM), for inactives: top-dose activity, negative = active | 390,000 tested, 0.2% active | AID 602313; also: potency is read from the fitted curve at half-maximal effect; % of control where 0% means no effect; nearly all actives have a fitted effect of over 65% in size
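HeLa cells stably expressing A3F-eYFP plus Vif, plated and incubated overnight at 37 deg C, then exposed to compounds overnight at 37 deg C. Blocked degradation read as raised yellow fluorescence (Ex 488/Em 500-530).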
D1 PAM: human D1 dopamine receptor positive modulation; potentiation, % at 10 µM; 360,000 tested, 0.036% active; HEK293 TREx D1 cells, calcium flux, dopamine EC20 potentiation; P21728; in the data active = potentiation above about 30%; also: 0% is about no effect
RXFP1 agonist: agonists of human relaxin receptor RXFP1. Q9HBX9. HEK293T-RXFP1 cAMP TR-FRET, 30 min; response scale: percent of porcine relaxin response, buffer zero. Potency, µM (highest dose often 57.5 µM), for inactives: at the top dose activation, actives largely listed as activators. 370,000 tested, 0.3% active; also: potency is read from the fitted curve at half-maximal effect; % is scaled to controls: 0 for no effect and ±100 for the full control effect; nearly all actives have a fitted effect of over 60% in size; many of its hits are not listed in these tables
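HEK293T cells stably expressing RXFP1 were pretreated with the PDE4 inhibitor Ro 20174, exposed to compounds for 30 min at 37C, lysed, and cAMP was read by TR-FRET. Data normalized to buffer (basal) and 29 nM porcine relaxin (100%).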
Vif-APOBEC3G blk: Vif-A3G binding inhibition | Q9HC16 | HeLa A3G-eYFP + Vif (tagged APOBEC3G with the HIV-1 protein that degrades it), YFP fluorescence, overnight | Potency, µM (doses to about 46.1 µM), without a hit: top-dose activity, negative = active, actives largely listed as inhibitors | 410,000 tested, 0.076% active | AID 602310;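 also: potency is read from the fitted curve at half-maximal effect; % is scaled to controls: 0 for no effect and ±100 for the full control effect; nearly all actives have a fitted effect of over 60% in size; hits raise eYFP signal because A3G escapes Vif-driven loss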
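HeLa cells stably expressing Vif and C-terminally eYFP-tagged A3G, seeded overnight at 37 deg C, then exposed to compound by pintool overnight at 37 deg C. Rise in yellow fluorescence (Ex 488/Em 500-530, Acumen) marks blocked Vif-driven A3G degradation.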
GRP78 ERSR act: ER stress response induction in glioma; U87-MG GRP78 promoter luciferase reporter, 16 h; Potency, µM, for inactives: at the highest dose activation, hits mostly activators; 420,000 tested, 0.02% active; AID 602332; also: potency is read from the fitted curve at half-maximal effect; series mostly up to about 76 µM; % of control where 0% means no effect; nearly all actives have a fitted effect of over 35% in size
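Stably transfected U87-MG human glioma cells carrying a GRP78-based luminescent sensor were seeded at 1000 cells/well, pin-dosed with compounds and incubated 16 h. Luciferase reagent was then added, and end-point luminescence was read after 10 min at room temperature.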
D1 ag: activates the human D1 dopamine receptor. HEK293 T-REx D1 cells, calcium flux, agonist mode. activation, % at 2 µM. P21728. 360,000 tested, 1% active; in the data active = activation above about 30%; also: 0% is about no effect
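Inducible HEK293 T-REx D1 cells, force-coupled to calcium signalling, were plated at 4000 cells/well with tetracycline and held overnight at 30 C. After no-wash calcium dye loading, compound-evoked calcium rise over 180 s flagged agonists.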
Starred values were filed as active, the others as inactive; ? = inconclusive; . = not tested or not shown. Unless noted, calls follow the shape of the dose curve; as a rule, active = well fitted curve in the direction sought with a large enough effect; inconclusive = small, poorly fitted or top-dose-only effect, or another doubt; inactive = no such curve, though single readings can be large; an effect the other way counts as inactive or inconclusive. Not all compounds are listed. The share of hits here may be higher or lower than overall.

No.	Molecule	RXFP1 antagonist	D1 antagonist	D2 PAM	Vif-APOBEC3F blk	D1 PAM	RXFP1 agonist	Vif-APOBEC3G blk	GRP78 ERSR act	D1 ag
1	CCOC(=O)c1c(-c2ccc(C)cc2)csc1NC(=O)c1cc(=O)c2ccc(C)cc2o1	-5	-10	2	-2%	0	-1.9%	6%	-1%	2
2	O=C(NC1CCCc2c1cnn2-c1cc(F)cc(F)c1)c1ccccn1 (centres undefined)	-3	.	.	-6%	.	.	-4%	9%	.
3	COc1ccc(C(=O)Nc2nnc(C)s2)cc1S(=O)(=O)N1CCOCC1	-9	-2	6	3%	-5	1.1%	-5%	-3%	6
4	O=C(c1n[nH]c(=O)c2ccccc12)N1CCOCC1	-3	-16	10	-5%	-4	-0.4%	0%	-5%	0
5	O=C(CNC(=O)C12CC3CC(CC(C3)C1)C2)NCc1ccccc1	-5	2	2	-12%	2	0.9%	1%	0%	1
6	Cc1ccnc(NC(=S)NC(=O)c2cncc(Br)c2)c1	0	7	-11	4%	-3	4.1%	1%	-7%	0
7	CCOc1ccccc1OCCCC(=O)Nc1nc2ccccc2[nH]1	-24	5	0	-16%	-1	-3.1%	1%	-7%	3
8	Cc1ccc2nc(NCc3ccccc3)c(C=O)c(=O)n2c1	7	4	0	11%	-3	1.0%	0%	0%	5
9	O=C(NCCN1CCN(C(=O)c2cccc(Br)c2)CC1)C(=O)Nc1ccc(Br)cc1	-20	2	2	-2%	.	-0.7%	5%	-4%	13
10	COCCCNC(=O)C(=O)Nc1ccc2c(c1)N(S(=O)(=O)c1cccs1)CCC2	-2	17	-2	-1%	-5	-0.8%	?	-6%	7
11	COc1cccc(/C=C/C(=O)OCC(=O)NC2CCCCCCC2)c1	-5	.	.	3%	.	.	3%	-3%	.
12	NC(N)=NC(=S)Nc1ccc(Cl)cc1	-21	-14	-1	?	-7	1.3%	2%	4%	7
13	COc1cccc(C2C(C#N)=C(N)Oc3cc(N)ccc32)c1OC (centres undefined)	2	2	-14	0%	4	3.7%	-5%	-2%	3
14	COCc1nnc(NC(=O)c2ccc(S(=O)(=O)N(C)c3ccccc3)cc2)o1	.	2	3	-20%	2	0.5%	-2%	-4%	-1
15	Cc1ccccc1NC(=O)c1cc2c([nH]c1=O)CC(C)(C)CC2=O	-10	-7	-4	-7%	0	19%	-3%	5%	2
16	Cc1ccc(CC(=O)NCCCc2ccccc2)cc1	4	3	13	6%	-5	0.3%	0%	4%	0
17	CS(=O)(=O)N1CCN=C1SCc1ccc([N+](=O)[O-])cc1	-12	-5	-6	6%	-3	2.0%	-2%	-8%	4
18	Cc1oc(C)c2c(=O)ccc3c(c12)OC(N)=C(C#N)C3c1ccc(F)cc1 (centres undefined)	10	25	13	?	-8	2.0%	-15%	-7%	37*
19	CN(Cc1ccc(OCC(O)CN(C)Cc2ccccc2)cc1)Cc1nccn1C (centres undefined)	-6	-15	2	-8%	5	-0.3%	-3%	1%	5
20	CC(Cc1ccccc1)N1C(=O)c2cccc([N+](=O)[O-])c2C1=O (centres undefined)	-7	-7	3	?	-2	-2.8%	3%	3%	2
21	CC(NC(=O)c1cccc(C(F)(F)F)c1)C(c1ccccc1)N1CCOCC1 (centres undefined)	3	9	18	-3%	-4	1.5%	-6%	-2%	2
22	O=C(O)CC/C(=N\NC(=O)c1ccccc1)c1cccs1	4	4	-2	3%	-2	-0.1%	-5%	2%	-2
23	O=C(CN1C(=O)C2C3C=CC(C4CC34)C2C1=O)Nc1cnc2ccccc2c1 (centres undefined)	-8	3	2	-3%	-5	1.6%	-6%	2%	2
24	Cc1ccccc1Cn1c(SCc2ccc(C(=O)N3CCCCC3)cc2)nc2ccncc21	-18	-27	3	2%	-5	7.0%	7%	0%	0
25	CCOC(=O)c1c(NC(=O)CSc2ncccn2)sc2c1CC(C)(C)NC2(C)C	1	6	18	2%	8	2.8%	1%	11%	4
26	Cc1cn([C@H]2C[C@H](O)[C@@H](CNCc3cnc(N4CCOCC4)nc3)O2)c(=O)[nH]c1=O	4	.	.	-1%	.	.	0%	-6%	.
27	COCCn1c(C)cc(C(=O)CSc2nnc(-c3cccnc3)n2-c2ccccc2F)c1C	-15	1	11	0%	4	0.1%	-11%	1%	-1
28	COc1ccc(CC2(CO)CCN(Cc3ccncc3)CC2)cc1	-16	13	-6	-5%	-4	-0.3%	-1%	4%	1
29	CCOc1ccc(S(=O)(=O)N(C)c2ccc(OCC(=O)NCCc3ccc(OC)cc3)cc2)cc1	-8	-10	0	-17%	-2	0.9%	4%	-1%	16
30	CCNc1nc2cccnc2s1	0	-12	16	1%	2	6.4%	1%	-1%	4
31	Cc1nc(-c2ccccc2)cn(O)c1=O	1	5	-16	-3%	1	3.7%	-1%	-3%	5
32	N=c1ccn2c(n1)OC1C(O)[C@@H](CO)O[C@H]12 (some centres undefined)	.	-5	.	.	7	.	4%	-4%	7
33	C=CCN(C(=O)c1csnn1)C(C(=O)NC(C)(C)C)c1ccncc1 (centres undefined)	-5	5	2	9%	4	1.6%	-6%	-3%	2
34	COCCCNC(=O)CSc1nc2c(sc3ccccc32)c(=O)n1CCCC(=O)NCC1CCCO1 (centres undefined)	-7	2	-2	6%	-6	6.6%	-1%	12%	0
35	COc1ccc(N2CCN(C(=O)CCNS(=O)(=O)c3ccc(Br)s3)CC2)cc1	-6	-4	86*	2%	-8	-0.3%	1%	-1%	5
36	COc1cccc(CSc2ccc(S(=O)(=O)N3CCOCC3)cc2C(=O)NCC2CCCO2)c1OC (centres undefined)	-7	6	5	-5%	-1	2.4%	0%	-2%	1
37	COc1ccc(NC(=O)N(Cc2cc3cc(OC)c(OC)cc3[nH]c2=O)CC2CCCO2)cc1 (centres undefined)	-3	-2	-9	0%	-9	0.8%	0%	3%	3
38	Cc1ccc(CNC(=O)c2cc(S(=O)(=O)N3CCCCC3)cn2C)cc1	.	-16	-1	-5%	-3	0.7%	-4%	-4%	3
39	Cc1cc(=O)[nH]c(SCC(=O)NCCC2=CCCCC2)n1	-18	2	-4	13%	6	0.0%	-4%	-4%	4
40	COc1cccc(CN2CC(C(=O)N(C)CC3CCOCC3)CCC2=O)c1 (centres undefined)	-2	-7	13	0%	-3	-0.7%	-1%	-2%	4
41	COc1ccccc1N1CCN(C(c2cccs2)C(C)NC(=O)c2ccncc2)CC1 (centres undefined)	-1	-7	13	10%	-1	1.9%	2%	-2%	6
42	CCOC(=O)c1nn(-c2ccccc2C)c2nc(CC(C)C)c(C#N)c(=O)n12	-15	8	-8	0%	-7	-0.8%	0%	-2%	2
43	O=C(CNS(=O)(=O)c1ccc(Cl)cc1)N1CCN(c2ccc(F)cc2)CC1	4	.	.	-2%	.	.	4%	0%	.
44	COc1ccccc1N1CCN(S(=O)(=O)CCNC(=O)CCc2ccccc2)CC1	1	.	.	0%	.	.	1%	-3%	.
45	COC(=O)c1ccc(C(=O)OC)c(NC(=O)CSCc2ccc(Cl)cc2)c1	-11	3	12	4%	0	4.1%	0%	-5%	13
46	CCCSc1nc(C)c(CC(=O)OCC)c(=O)[nH]1	-1	6	7	-6%	3	-0.3%	2%	-3%	1
47	Cc1ccc(-n2c(=O)c3c(c4cc(C)ccc4n3C)n(CC(=O)NCCC3=CCCCC3)c2=O)cc1	5	5	-2	-7%	2	5.9%	-4%	-2%	-1
48	CCN(CC)S(=O)(=O)N1CCC(C(=O)NC(C)CCc2ccccc2)CC1 (centres undefined)	21	-5	-2	1%	-3	1.5%	3%	-4%	0
49	CC(=O)Oc1ccc(-c2nc(-c3cccnc3)no2)cc1	4	-9	.	-9%	-6	-0.2%	-6%	2%	4
50	COc1ccc(COCC(O)CN2CCN(S(=O)(=O)c3ccc(C(C)C)cc3)CC2)cc1 (centres undefined)	-4	-30*	-9	-11%	0	0.3%	4%	-5%	6
51	COc1cc(C)nn1-c1ccc(Cl)cc1	-17	18	-9	5%	-6	1.5%	0%	-3%	1
52	O=C(NCc1cn2ccsc2n1)c1cccs1	-7	20	-3	2%	.	-1.3%	-1%	1%	3
53	CCC(=O)N1CCc2cc(Br)cc(S(=O)(=O)CCC(=O)NCc3ccco3)c21	8	2	4	-3%	-4	0.7%	-4%	-3%	-3
54	O=C(C1COc2ccccc2O1)N(Cc1cccnc1)c1nc2ccc(F)cc2s1 (centres undefined)	-4	.	.	-5%	-3	1.9%	9%	1%	5
55	CCN1/C(=C\C=C2\C(=O)N(c3ccccc3)C(=S)N2C)Sc2ccccc21	1	-12	0	-20%	1	-0.3%	-1%	-10%	1
56	CCN(CC(=O)Nc1ccc2c(c1)OC(F)(F)O2)Cc1nc2ccccc2c(=O)[nH]1	-4	-15	-1	-15%	-4	2.2%	-5%	-3%	-4
